TDP1 inh – TDP1 (human) enzyme inhibition; Q9NUW8; recombinant TDP1, AlphaScreen DNA substrate cleavage; Potency, µM (highest dose often 130 µM), inactives show top-dose activity change, negative = inhibition, most hits filed as inhibitors; actives 0.28% (n = 350,000); AID 485290; further: nearly all actives have a fitted effect of over 40% in size
Target sequence (Q9NUW8 whole entry, looked up): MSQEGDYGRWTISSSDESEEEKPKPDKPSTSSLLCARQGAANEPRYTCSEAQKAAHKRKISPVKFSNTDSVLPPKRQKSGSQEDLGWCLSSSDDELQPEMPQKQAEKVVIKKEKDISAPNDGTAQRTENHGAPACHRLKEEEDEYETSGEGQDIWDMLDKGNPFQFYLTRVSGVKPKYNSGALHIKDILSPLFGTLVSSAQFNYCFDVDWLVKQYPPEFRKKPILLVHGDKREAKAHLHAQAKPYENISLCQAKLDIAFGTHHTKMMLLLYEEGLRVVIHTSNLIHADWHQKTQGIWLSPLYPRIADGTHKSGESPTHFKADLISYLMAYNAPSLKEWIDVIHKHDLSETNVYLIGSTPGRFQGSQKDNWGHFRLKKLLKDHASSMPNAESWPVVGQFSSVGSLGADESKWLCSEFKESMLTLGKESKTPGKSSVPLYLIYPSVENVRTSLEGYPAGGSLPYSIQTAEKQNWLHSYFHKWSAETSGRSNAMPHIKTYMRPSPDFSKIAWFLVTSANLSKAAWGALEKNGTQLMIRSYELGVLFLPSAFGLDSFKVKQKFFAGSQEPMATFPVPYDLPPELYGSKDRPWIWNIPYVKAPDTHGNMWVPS
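Compounds were preincubated with Tdp1 (1 nM final) for 15 min at room temperature before substrate (15 nM final) started a 5 min reaction; beads (10 ug/ml final) were then added for 10 min before AlphaScreen detection.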
TDP1 cell CPT – DT40-hTDP1 cell growth loss with CPT | chicken DT40 Tdp1-/-;hTDP1 cells + 20 nM CPT, ATP luminescence, 48 h | Potency, µM (series often up to 46.2 µM), for inactives: at the top dose activity change, negative = growth inhibition, hits mostly inhibitors | actives 12% (n = 420,000) | AID 686979; further: nearly all actives have a fitted effect of over 55% in size
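Chicken DT40 Tdp1-/- cells complemented with human TDP1, 400 cells/well, exposed to compounds plus 20 nM camptothecin for at least 48 h at 37 C; viability read as ATP content by CellTiter-Glo luminescence.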
TDP1 cell noCPT – qHTS for Inhibitors of human tyrosyl-DNA phosphodiesterase 1 (TDP1): qHTS in cells in absence of CPT | AID 686978, 2013 | DT40 Tdp1-/- hTDP1 cells, no CPT, ATP luminescence, 48 h | Potency, µM (highest dose often 46.2 µM), without a hit: at the top dose activity change, negative = growth inhibition, usual class: inhibitors | actives 15% (n = 420,000); further: nearly all actives have a fitted effect of over 55% in size
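Camptothecin absent (DMSO only). Human TDP1-complemented DT40 knockout cells, 400 cells/well, 37 °C for minimum 48 hr; ATP measured via CellTiter-Glo, 30 min dark incubation, luminescence.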
Starred values were filed as active, the others as inactive; ? = inconclusive; nt = no result given; & = joins results of further samples; [ ] = another dose, or the depositor's remark. The call rests on the fitted dose curve; in most records, active means well fitted curve in the direction sought with a large enough effect; inconclusive means small, poorly fitted or top-dose-only effect, or another doubt; inactive means no such curve, though single readings can be large; an effect the other way counts as inactive or inconclusive. On the % scale 0 is the no-effect control and ±100 the full control effect; potency means the concentration at half of the fitted maximal effect.

SMILES,TDP1 cell CPT,TDP1 cell noCPT,TDP1 inh
COC(=O)C(Cc1ccccc1)NC(=O)c1ccc(C)cc1 (centres undefined),-5%,6%,-1%
COc1ccc(NC(=O)Cn2c(=O)oc3cc(S(=O)(=O)N4CCC(C)CC4)ccc32)c(OC)c1,21µM*,8.2µM*,4%
CCCS(=O)(=O)c1nc(S(=O)(=O)c2ccc(C)cc2)c(N(CC)CC)s1,-19%,?,3%
COc1ccccc1Oc1ccc2c(c1)C(=O)N(c1cccc(O)c1)C2=O,-2%,-14%,7%
COc1ccc(C2C(C#N)=C(N)OC3=C2C(=O)CC(C)C3)c(OC)c1OC (centres undefined),-4%,-9%,11%
CC(C)c1ccc(OC(=O)NCCO)cc1,-7%,-8%,7%
CC(C)C[C@H](NC(=O)NCc1ccccc1Cl)C(=O)O,-5%,7%,-2%
CCCc1nc2ccccc2c(C(=O)O)c1CC,-5%,-9%,0%
Cc1nnc(NC(=O)c2ccc(F)c(S(=O)(=O)N3CCOCC3)c2)s1,-3%,-8%,2%
C=C[C@@](C)(O)CC[C@@H]1[C@@]2(C)CCCC(C)(C)[C@@H]2CC[C@@]1(C)O,?,?,12%[56.1 µM]
Cc1cccc(NC(=O)CN(C)C(=O)C2CC2)c1C,-5%,-6%,-1%[56.1 µM]
Cc1c(CNCCc2ccc(Cl)cc2)c(C(=O)O)c(C)n1-c1ccccc1,-3%,-1%,nt
CCN(CC)c1ccc(NC(=O)COc2ccccc2C#N)cc1S(=O)(=O)Nc1ccccc1OC,2.6µM*,2.3µM*,3%
CN1OC[C@@H]2CN(Cc3ccc(Cl)cc3)[C@H](c3ccc(-n4ccnc4)cc3)C[C@@H]21,?,?,nt
COC(=O)CCC/C=C1\SC[C@@H](NC(=O)c2ccccc2)C1NC(C)=O (some centres undefined),-26%,-29%,3%
COc1ccc(OC)c(NC(=O)CSc2nc3ccccc3c(=O)n2CCC(=O)NC2CCCCC2)c1,-7%,-6%,4%
Cc1cc(C)c(C(=O)CSc2nnc(-c3cccnc3)n2C)c(C)c1,1%,-16%,-7%
COc1ccccc1NC(CC(=O)c1ccccc1)C(=O)OCC(=O)c1ccc(Br)cc1 (centres undefined),?,?,0%
O=C1NC(c2ccccn2)Nc2sc3c(c21)CCC3 (centres undefined),1%,?,-12%
Cc1ccc(S(=O)(=O)NCCC(=O)OCC(=O)N2CCCC2=O)cc1,18%,-2%,0%
CC(C)CNC(=O)C1(C)CCCCCN1Cc1ccccc1-c1ccccc1 (centres undefined),?,?,nt
CC(=O)Nc1ccc(S(=O)(=O)NC2=NCN(C)CN2)cc1,-6%,-16%,8%
O=C(CNC(=O)C(c1ccccc1)c1ccccc1)N/N=C\c1ccc(C(=O)O)cc1,1%,-11%,-12%
Cc1ccc2c(CC(=O)Nc3cccc(S(=O)(=O)N4CCOCC4)c3)coc2c1,?,-30%,6%
Oc1cccc(Nc2ncnc3c2oc2ccccc23)c1,12µM*,?,nt
NC(=O)NOCc1ccc(F)cc1Cl,-1%,4%,nt
CCOC(=O)N1C(=O)c2cc(OC)ccc2S1(=O)=O,-2%,3%,5%
COc1ccc(CN2CC(C(=O)NCCc3ccccc3)CC2=O)cc1 (centres undefined),-3%,-13%,1%
COc1ccccc1OCC(=O)N(Cc1ccc(N(C)C)cc1)CC1CCCO1 (centres undefined),23µM*,15µM*,7%
COc1ccc(/C=C/C(=O)NNC(=O)c2ccncc2)c(OC)c1,4%,11%,0%
COc1ccc(C2CC(=O)Oc3ccc(OC)cc32)cc1 (centres undefined),16%,9%,1%[56.1 µM]
CCCCOC(=O)c1c(C)oc2ccc(NS(=O)(=O)c3ccc(F)cc3C)cc12,?,?,0%
Cc1nc2ccc(C(=O)O)cc2[nH]1,3%,0%,nt
CCN1CCN(Cc2c(O)ccc3c(C)c(-c4ccc(OC)cc4)c(=O)oc23)CC1,?,23µM*,3%
CCc1ccc(C(=O)OCC(=O)N2CCCCCC2)cc1,-20%,9%,0%
Cc1ccc(CNC(=O)Cn2c(=O)ccc3cc(S(=O)(=O)N4CCC(C)CC4)ccc32)cc1,?,?,-2%
COc1ccc(S(=O)(=O)N2CCN(C(=O)Nc3ccccc3OC)CC2)cc1,-18%,5%,1%
CC(C)C(N)c1csc(NC(=O)Nc2ccccc2C(C)(C)C)n1 (centres undefined),18µM*,?,nt
CCN(Cc1ccccc1)C(=O)Cn1cc(S(=O)(=O)NC)c(S(=O)(=O)NC)c1,-3%,-11%,nt
Cc1ccc(-n2c(Cc3ccccc3)n[nH]c2=S)cc1,1%,12%,4%

Pulled by structure from the list above, two records:
SMILES,TDP1 cell CPT,TDP1 cell noCPT,TDP1 inh
COc1ccc(S(=O)(=O)N2CCN(C(=O)Nc3ccccc3OC)CC2)cc1,-18%,5%,1%
Cc1nc2ccc(C(=O)O)cc2[nH]1,3%,0%,nt

Going on with the list.
SMILES,TDP1 cell CPT,TDP1 cell noCPT,TDP1 inh
O=C(Nc1ccc(Oc2ccccc2)cc1)c1csc([C@@H]2C[C@H](O)[C@@H](CO)O2)n1,?,?,nt
COc1ccccc1NC(=O)COC(=O)c1ccccn1,19%,1%,8%
O=C(Nc1cccc(Cl)c1Cl)c1csc([C@H]2C[C@H](O)[C@@H](CO)O2)n1,15µM*,?,nt
O=C(/C=C/Nc1ccccc1F)c1ccc(Br)cc1,1%,-5%,3%
COc1ccc(OC)c(S(=O)(=O)Nc2cc(Cl)cc(Cl)c2)c1,17%,2%,-1%[56.1 µM]
C#CC(C)(C)NS(=O)(=O)c1cc(-c2nnc(Nc3ccc(C)cc3)c3ccccc23)ccc1C,21µM*,?,6%
CCOc1ccccc1NC(=O)C(Sc1ccccc1)c1ccccc1 (centres undefined),?,?,-4%
COc1ccccc1CN1CCOc2ccc(C(C)(O)COc3ccccc3)cc2C1 (centres undefined),10%[9.04 µM],-26%,nt
O=C(CSc1nnc(-c2ccco2)n1Cc1ccccc1)OC1CCCCC1,-29%,?,0%
COc1ccc(CC(=O)Nc2ccc(-c3cn4cccc(C)c4n3)cc2)cc1OC,?,23µM*,5%
O=c1cc(-c2cccc(Br)c2)nc(-c2ccccc2F)o1,26µM*,18µM*,3%
CCc1nc(C)cn1S(=O)(=O)c1cc(C)c(OC)c(C)c1C,8.2µM*,10µM*,1%
Cc1ccc(CNc2nnnn2C)cc1,20%,-20%,0%
CNC(=O)CO/N=C/c1ccc(N(C)C)cc1,35%[activator],10%,1%
CCOC(=O)c1cnc(SCCN2CCOCC2)nc1N,-1%,10%,3%
CCOc1ccc(NC(=O)c2ccc(N3CC4CC(C3)c3cccc(=O)n3C4)c(NC(=O)c3ccncc3)c2)cc1 (centres undefined),-20%,-6%,5%
O=C(COC(=O)CCc1ccccc1)Nc1ncc(Cl)cc1Cl,-2%,-5%,1%
CSCC[C@H](NC(=O)[C@H](Cc1ccccc1)n1c(=O)[nH]c2ccccc2c1=O)C(=O)N1CCC(C(=O)O)CC1,2%,21%,nt
Cc1ccccc1-c1nc2sc(C)c(C)c2c(=O)o1,-19%,1%,nt
COC(=O)c1ccc(C2CC(=O)Nc3cc(OC)c(OC)c(OC)c32)cc1 (centres undefined),11%,?,4%
CCCc1c(O)c2ccccc2n(-c2ccccc2)c1=O,-23%,-16%,2%
O=C(N/N=C/c1cccc(O)c1)c1ccccc1O,2%,1%,nt
Cc1nc(C(=O)NC2CC2)sc1C1(C)CC(c2ccccc2)=NO1 (centres undefined),-16%,-22%,4%
COC(=O)c1ccc(OC(=O)c2ccco2)cc1,-18%,-10%,2%

The last five compounds of the part before are carried over, then new ones follow:
SMILES,TDP1 cell CPT,TDP1 cell noCPT,TDP1 inh
COC(=O)c1ccc(C2CC(=O)Nc3cc(OC)c(OC)c(OC)c32)cc1 (centres undefined),11%,?,4%
CCCc1c(O)c2ccccc2n(-c2ccccc2)c1=O,-23%,-16%,2%
O=C(N/N=C/c1cccc(O)c1)c1ccccc1O,2%,1%,nt
Cc1nc(C(=O)NC2CC2)sc1C1(C)CC(c2ccccc2)=NO1 (centres undefined),-16%,-22%,4%
COC(=O)c1ccc(OC(=O)c2ccco2)cc1,-18%,-10%,2%
CN(Cc1ccccc1)C(=O)c1csc([C@H]2C[C@H](O)[C@@H](CO)O2)n1,7%,-1%,nt
COc1ccccc1NC(=O)c1nn(-c2ccc(Cl)cc2)ccc1=O,10%,-9%,8%
COC(=O)c1[nH]c2cc(OC)c(OC)cc2c1/C=N/Nc1ccccc1,?,18µM*,nt
COc1ccc(CN2C(=O)c3cccnc3C2=O)cc1S(=O)(=O)N(C)c1ccc(C)cc1,-14%,11%,2%
O=C1c2ccccc2C(=O)N1CCOc1ccccc1Br,-3%,-1%,-5%
COc1ccc(N(CC(=O)N2CCCCC2)S(=O)(=O)c2ccc(OC)c(OC)c2)cc1,-5%,-4%,1%[12.3 µM]
CCCOc1ccc(C(=O)Nc2cc3nn(-c4ccc(CC)cc4)nc3cc2C)cc1,0%,-23%,-1%
Cc1ccc(C)c(S(=O)(=O)C(C#N)c2nc3ccccc3nc2N2CCOCC2)c1 (centres undefined),-19%,?,10%
Cc1cc(C)n(-c2nc3ccccc3n3cnnc23)n1,-2%,-11%,2%
N#Cc1ccc(OCC(=O)Nc2nc(-c3ccccn3)cs2)cc1,1.6µM*,1.6µM*,nt
Cc1ccc(-c2nc3ccc(Cl)cn3c2Cc2ccccc2)cc1,21µM*,21µM*,nt
O=C(c1cc2cc(Br)ccc2oc1=O)N1CCN(c2ccccn2)CC1,4%,3%,7%
CCOc1c2ccc(C(=O)NCCCCc3ccccc3)cc2nn1C,-15%,7%,4%
COc1ccc(CCNC(=O)Cn2nnc(-c3ccccc3F)n2)cc1OC,9%,-4%,1%
CCOC(=O)c1c(C(F)(F)C(F)(F)C(F)(F)C(F)(F)F)n[nH]c1C,?,-22%,5%
O=C(COC(=O)Cc1c[nH]c2ccccc12)Nc1ccccc1,2%,-23%,5%
O=C(/C=C/N1CCOCC1)c1cc2ccccc2o1,13%,-17%,3%
CNC(=S)NNC(=O)c1cccn(Cc2cccc(Cl)c2)c1=O,-10%,2%,-4%
Cc1ccc(CCNC(=O)CN(c2cc(C)cc(C)c2)S(=O)(=O)c2c(C)noc2C)cc1,-22%&-6%,?,0%&2%
Cc1c(C)c2ccc(OCC(=O)NCCc3c[nH]c4ccccc34)c(C)c2oc1=O,?,?,nt
COc1ccc(N2Cc3ccccc3C2=NC(=O)c2cccc([N+](=O)[O-])c2)cc1,?,-26%,3%
Cc1cc2nc(N3CCN(C(=O)c4ccco4)CC3)sc2cc1C,?,21µM*,-3%
Cn1cnnc1SCCOc1ccc(Cl)cc1,-21%,-2%,7%
Cc1ccc(-n2cnc3ncnc(-c4ccccc4)c32)cc1,25%,-17%,3%
Cc1nc(SCC(=O)Nc2ccc(Cl)cc2C(F)(F)F)[nH]c(=O)c1Cc1ccccc1,-23%,-25%,-2%
Cc1ccccc1CCNC(=O)C1CCN(S(=O)(=O)c2ccc3c(ccn3C)c2)CC1,-28%,?,-8%
Cc1c(/C=N\NC(=O)C2COc3ccc(C(C)(C)C)cc3O2)c2ccccc2n1C (centres undefined),?,?,5%
CCc1cccc(NC(=O)Cn2c(=O)n(Cc3ccccc3)c(=O)c3c(C)c(C(=O)N(C)C)sc32)c1,?,?,2%
NCCCCC(C(=O)O)N(C(=O)OCc1ccccc1)C(=O)OCc1ccccc1 (centres undefined),-4%,?,nt
O=C(c1cccc(Cl)c1)N1CCC(c2nc3ccccc3o2)CC1,?,?,8%
O=C(COC(=O)C(Cc1ccccc1)NC(=O)c1cccs1)NCc1ccccc1 (centres undefined),3%,21%,1%
Cc1ccc(N=Cc2ccc(N(C)C)cc2)cc1,-2%,2%,7%

Screening data deposited in PubChem BioAssay by National Center for Advancing Translational Sciences (NCATS).
